Screening data as filed in PubChem.
CDK5 p35 inh – inhibitors of human CDK5/p35 kinase, primary screen, biochemical, single concentration; Recombinant CDK5/p35, ADP-Glo luminescence, 60 min; Cyclin-dependent kinase 5 (Homo sapiens) + Cyclin-dependent kinase 5 activator 1 (Homo …; AID 488839, 2010; actives 0.01% (n = 330,000); inhibition, % at 10 µM;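 active means highest replicate inhibition of at least 50% and at least 75% of replicates reaching 50%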;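 further: plate controls were DMSO neutral control for no effect and GW8510 at 10 µM for full effect; many of its hits are not listed in these tables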
LANA DNA inh – inhibitors of KSHV C-LANA binding to DNA, primary screen, biochemical, fluorescence polarization, FAM-LBS DNA, MBP-C-LANA, single point | actives 0.078% (n = 340,000) | Kaposi's sarcoma herpesvirus LANA C-terminal domain (residues 932-1162) DNA binding | AID 504423, 2011 | inhibition, % at 9 µM;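 active means highest replicate inhibition at or above 60% at 9 µM, even if other replicates fall short; inactive means all replicates below 60% inhibition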;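 further: 0% = neutral control wells and 100% = 4 µM acridine orange control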
PfHsp90 set2 – growth inhibition of PfHsp90-expressing yeast, primary screen, antimalarial PfHsp90 inhibitor project, S. cerevisiae, BacTiter-Glo luminescence, single point, set 2 | BacTiter-Glo ATP, 48 h; yeast lacking PDR1 and PDR3 efflux regulators | inhibition, % at 9.4 µM | actives 0.32% (n = 310,000) | AID 504621, 2011;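 active means every replicate shows inhibition above about 80%, whatever the replicate mean, limit read from the data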;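 further: 0% = DMSO neutral controls and 100% = 20 µM radicicol positive controls; yeast relying on Plasmodium falciparum Hsp90 in place of its own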
SUMO Mot1 rescue – yeast Mot1-301 growth rescue at high temperature, primary screen, SUMOylation pathway inhibitor project, S. cerevisiae, ATP luminescence, 38.5C; growth rescue, % at 18.8 µM; actives 1% (n = 320,000); AID 2716, 2010; S. cerevisiae Mot1-301 growth rescue; percent above DMSO median, 100 means doubled;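 active means every valid replicate shows activation above 250% relative to neutral control wells; inactive means the rest, any valid replicate at or below 250%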;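 further: OY570 slx delta 5 strain wells were the positive control but not used for scaling; some compounds called inactive have numbers as strong as hits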
Rtt109 Vps75 – inhibitors of C. albicans Rtt109/Vps75 HAT, primary screen, biochemical, ThioGlo CoA-SH fluorescence, plate reader | Histone acetyltransferase RTT109 (Candida albicans (strain SC5314 / ATCC MYA-2876)), … | purified Rtt109/Vps75, 4 h | inhibition, % at 34.9 µM | actives 0.16% (n = 330,000);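 active means inhibition of at least 50% in every replicate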
Target sequence (Q5AAJ8 whole entry, looked up): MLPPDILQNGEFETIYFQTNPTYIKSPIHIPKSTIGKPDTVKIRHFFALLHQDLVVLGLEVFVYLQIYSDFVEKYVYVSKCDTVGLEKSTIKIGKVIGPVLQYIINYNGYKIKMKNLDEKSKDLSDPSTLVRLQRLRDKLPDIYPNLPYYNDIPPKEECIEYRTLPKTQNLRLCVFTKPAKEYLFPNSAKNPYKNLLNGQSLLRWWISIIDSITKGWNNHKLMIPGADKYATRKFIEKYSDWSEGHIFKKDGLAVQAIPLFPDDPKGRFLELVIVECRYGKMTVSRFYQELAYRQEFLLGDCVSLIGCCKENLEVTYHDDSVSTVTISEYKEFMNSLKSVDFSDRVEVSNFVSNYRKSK
Cardiac RTF inh – cardiac RTF calcium sensitivity inhibitors, primary screen, biochemical, IANBD-TnC fluorescence, EC70 calcium; Troponin I, cardiac muscle (Homo sapiens) + Troponin T, cardiac muscle (Homo sapiens) + …; actives 0.12% (n = 340,000); inhibition, % at 7.15 µM; IANBD-labeled cardiac RTF, Ca2+ fluorescence;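 active means inhibition above the mean inhibition of all tested compounds plus 3 SD, cut at about 17% in these data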;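 further: assay run at fixed EC70 calcium of 1.6 mM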
PvdQ acylase – P. aeruginosa PvdQ acylase inhibitors, primary screen, biochemical, fluorescence, plate reader and imaging, single point | inhibition, % at 10 µM | PvdQ acylase [Pseudomonas aeruginosa LESB58] | actives 0.063% (n = 340,000) | AID 488965, 2010 | purified PvdQ acylase; in the data active means inhibition above about 30%, passing the limit was not always enough;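 further: 0% = vehicle neutral wells and 100% = reference inhibitor wells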
NSD2 inh – NSD2 histone methyltransferase inhibitors, primary screen, biochemical, AlphaScreen, single concentration, set 2; NSD2 peptide methylation, 120 min; inhibition, % at 12.5 µM; actives 0.54% (n = 310,000); in the data active means inhibition above about 50%
RTF Ca sens act – cardiac RTF calcium sensitivity activators, primary screen, biochemical, IANBD-TnC fluorescence, EC20 calcium. Troponin I, cardiac muscle (Homo sapiens) + Troponin T, cardiac muscle (Homo sapiens) + …. AID 493008, 2010. activation, % at 7.2 µM. IANBD-labeled TnC RTF fluorescence at EC20 calcium; 0% EC20 calcium, 100% full calcium. actives 0.24% (n = 340,000);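 active means activation above the mean over all tested compounds plus 3 SD, cut at about 30% in these data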;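 further: rise in fluorescence read as greater calcium sensitivity of cardiac thin filaments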
dFosB act – activators of delta FosB homodimer, primary screen, biochemical, fluorescence polarization, TAMRA-CDK5 oligo, single point | Protein FosB (Mus musculus), P13346 | purified delta FosB; percent of positive-control signal above neutral wells | activation, % at 25 µM | actives 0.99% (n = 340,000);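 active means mean activation above about 17%, with every replicate also reaching it, limit read from the data, passing the limit was not always enough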;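 further: fluorescence polarization rise as delta FosB binds a TAMRA Cdk5 AP-1 oligo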
Target sequence (P13346 whole entry, looked up): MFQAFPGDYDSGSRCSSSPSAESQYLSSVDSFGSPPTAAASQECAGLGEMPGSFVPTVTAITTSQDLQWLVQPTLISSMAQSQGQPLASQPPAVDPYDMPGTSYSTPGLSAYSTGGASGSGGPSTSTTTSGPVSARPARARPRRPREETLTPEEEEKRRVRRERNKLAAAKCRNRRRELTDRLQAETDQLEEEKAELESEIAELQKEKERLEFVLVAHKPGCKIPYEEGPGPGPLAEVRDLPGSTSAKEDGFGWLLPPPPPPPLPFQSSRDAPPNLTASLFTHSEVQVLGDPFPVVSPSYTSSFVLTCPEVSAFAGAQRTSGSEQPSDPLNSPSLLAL
Keap1-Nrf2 PPI – Keap1-Nrf2 protein-protein interaction inhibitors, primary screen, biochemical, fluorescence polarization, single point | actives 0.15% (n = 340,000) | AID 504523, 2011 | inhibition, % at 9.4 µM | Keap1 Kelch-Nrf2 peptide fluorescence polarization, 1536-well; in the data active means inhibition above about 12%;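 further: human Keap1 Kelch domain with fluorescein labeled Nrf2 9mer peptide probe; 0% = neutral control wells and 100% = peptide positive control; higher means more block of Keap1 binding to Nrf2 peptide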
The depositor's hits bear a star; x = not tested or not shown; & = joins results of further samples.

Preview:
1: CCN(CC)c1ccc(NC(=O)CSc2nc(C3CC3)nc3ccccc23)cc1C
2: C/C(=N/Nc1ccc(Cl)cc1)c1cnnc(-c2ccccc2)n1

screen / no.,1,2
CDK5 p35 inh,-1.1,0.7
LANA DNA inh,-1.4,0.1
PfHsp90 set2,-11,-4
SUMO Mot1 rescue,-14,x
Rtt109 Vps75,0,3
Cardiac RTF inh,-16,-4
PvdQ acylase,-7,6
NSD2 inh,1,-3
RTF Ca sens act,-7,8
dFosB act,4,-5
Keap1-Nrf2 PPI,-1,-4

All compounds of this part, from the first entry:
1: CCN(CC)c1ccc(NC(=O)CSc2nc(C3CC3)nc3ccccc23)cc1C
2: C/C(=N/Nc1ccc(Cl)cc1)c1cnnc(-c2ccccc2)n1
3: COc1ccc(C)cc1CN(C)c1ccc(S(=O)(=O)N2CCN(C)CC2)cn1
4: CCCNC(=O)N1CCN(S(=O)(=O)c2ccc3c(c2)OCCO3)CC1
5: CCCCOC(=O)Cn1c(-c2ccccc2)nc2ccccc2c1=O
6: CCOC(=O)c1cnc(SC)nc1Nc1cccc2ccccc12
7: CC(C)NC(=O)NCCCCCCS(C)=O (configuration not stated)
8: Cc1cc(-c2ccccc2)nc(SC(C(=O)O)c2ccccc2)n1 (configuration not stated)

screen / no.,1,2,3,4,5,6,7,8
CDK5 p35 inh,-1.1,0.7,0.3,-3.4,-4.3,-2.3,-0.7,-3.1
LANA DNA inh,-1.4,0.1,0.2,-1.2,-0.7,-0.4,-2.4,0.5
PfHsp90 set2,-11,-4,x,-16,-7,50,2,1
SUMO Mot1 rescue,-14,x,x,-2,553*,-20,11,-3
Rtt109 Vps75,0,3,3,-8,-2,4,2,-7
Cardiac RTF inh,-16,-4,-2,-3,-5,-5,8,-2
PvdQ acylase,-7,6,-10,-14,-14,-9,-3,-14
NSD2 inh,1,-3,6,-2,-2,-2,x,-6
RTF Ca sens act,-7,8,-1,1,1,0,10,0
dFosB act,4,-5,-5,-1,-2,-2,-3,-6
Keap1-Nrf2 PPI,-1,-4,-4,-5,-2,-6,3,-3

9: O=C(CCC(=O)NCCCc1ccccc1)NCCCc1ccccc1
10: COCC(=O)N1CCC(n2nccc2NC(=O)CCOc2ccccc2)CC1
11: Cc1nc(-c2ccc(F)cc2)c(CC(=O)NCC(=O)Nc2ccc(F)c(F)c2)s1
12: Cc1ccc(C)c(C(=O)Cn2c(NCCO)nc3ccccc32)c1
13: Cc1ccc2nc3c(cc(C(=O)NCc4ccco4)c(=N)n3C3CCCC3)c(=O)n2c1
14: CCCC(=O)Nc1nnc(CCOC)s1
15: CCCN1CCN(S(=O)(=O)c2ccc3c(c2)OCCO3)CC1
16: O=c1c2ccccc2c(/C=N/c2ncn[nH]2)c(O)n1Cc1ccccc1

screen / no.,9,10,11,12,13,14,15,16
CDK5 p35 inh,0.6,-0.6,-1.7,-0.5,1.4,-0.3,1.2,-0.3&-2.4
LANA DNA inh,-2.1,-0.4,-1.6,-1.9,0.5,0.0,-0.7,1.0&0.0
PfHsp90 set2,9,-22,22,4,3,-2,-14,-2&-1
SUMO Mot1 rescue,0,-5,-10,112,-2,1,239,-14
Rtt109 Vps75,-1,0,1,0,8,29,x,6&11
Cardiac RTF inh,-3,0,0,-13,-8,13,-12,3&-22
PvdQ acylase,-7,-7,-3,-10,-16,6,9,-2&-22
NSD2 inh,0,-1,-2,0,1,-2,2,-27&0
RTF Ca sens act,-1,0,0,13,6,-3,-3,1&0
dFosB act,4,-1,-4,-2,-5,1,-6,-11&-20
Keap1-Nrf2 PPI,-4,-1,6,3,-1,-1,-5,2&-3

17: CC(c1ccccc1)N1CC(C(=O)Nc2nccs2)CC1=O (configuration not stated)
18: CCOC(=O)CN1C(=O)C(O)(CC(=O)c2cccc(OC)c2)c2ccccc21 (configuration not stated)
19: CCSc1nnc(-c2ccccc2NC(C)=O)c(=O)[nH]1
20: O=C1O/C(=C/C(=O)N2CCOCC2)c2ccccc21
21: CCN(C(=O)COC(=O)CNC(=O)c1ccc2ccccc2c1)c1c(N)n(Cc2ccccc2)c(=O)[nH]c1=O
22: Cc1cc(Cl)ccc1NC(=O)CCC(=O)O
23: COc1ccc(C(=O)NNC2=NC(C)(C)Cc3cc(C)c(C)cc32)cc1
24: COC(=O)c1c(NC(=O)c2ccco2)sc2c1CCN(C(C)=O)C2

screen / no.,17,18,19,20,21,22,23,24
CDK5 p35 inh,3.3,-0.2,-2.1,0.3,1.0,-0.6,-0.6,-3.2
LANA DNA inh,-0.9,-0.5,3.6,1.0,-0.4,0.5,-0.5,-1.5
PfHsp90 set2,-4,-12,22,9,-3,-8,-6,2
SUMO Mot1 rescue,14,-21,12,x,x,6,4,-5
Rtt109 Vps75,-2,-12,-1,5,4,4,6,8
Cardiac RTF inh,-1,1,-20,8,-2,11,6,5
PvdQ acylase,-9,-11,-11,-4,7,-14,-12,7
NSD2 inh,0,0,-1,0,-2,-2,0,-4
RTF Ca sens act,-4,0,-1,12,-8,4,12,-3
dFosB act,-5,-3,4,-1,-5,-1,-8,-21
Keap1-Nrf2 PPI,3,5,3,-4,-3,-7,-5,-1

25: O=C(NCc1ccco1)C(=O)NCC1OCCCN1S(=O)(=O)c1ccc(Cl)cc1 (configuration not stated)
26: Cc1[nH][nH]c(=O)c1N=Nc1ccc(Cl)cc1
27: CCCCC(=O)Nc1cc(OC)c(NC(=O)C2CCCCC2)cc1OC
28: C=CCn1c(N)c(C(=O)Nc2ccccc2)c2nc3ccccc3nc21
29: O=C1C(=O)N(CCS(=O)(=O)c2ccccc2)c2ccc(Cl)cc21
30: Cc1cc(N)ccc1N=Nc1c(C)n(C)n(-c2ccccc2)c1=O
31: COc1ccc(CC(=O)O/N=C(\N)c2ccc(C)cc2)cc1
32: Cc1ccc2occ(/C=N/O)c(=O)c2c1

screen / no.,25,26,27,28,29,30,31,32
CDK5 p35 inh,-0.1,1.2,-1.5,-0.5,x,-0.1,4.0,1.9
LANA DNA inh,-0.3,-0.5,0.6,-0.7,-0.1,-0.3,4.0,0.1
PfHsp90 set2,-5,-1,x,-50,8,8,0,-53
SUMO Mot1 rescue,3,x,711*,-4,11,19,-14,64
Rtt109 Vps75,-7,-11,-3,3,-3,19,-7,4
Cardiac RTF inh,5,5,5,5,-15,0,4,-3
PvdQ acylase,-12,-11,-16,-9,-14,17,0,2
NSD2 inh,0,1,1,-14,11,0,-5,0
RTF Ca sens act,-5,-5,14,-6,-2,-3,-5,-7
dFosB act,-4,-2,-2,-2,-4,-14,0,-3
Keap1-Nrf2 PPI,-1,-5,-6,-1,-5,3,1,4

Three entries from above, sorted by the number in LANA DNA inh, lowest first.
nr	Structure	LANA DNA inh
9	O=C(CCC(=O)NCCCc1ccccc1)NCCCc1ccccc1	-2.1
26	Cc1[nH][nH]c(=O)c1N=Nc1ccc(Cl)cc1	-0.5
19	CCSc1nnc(-c2ccccc2NC(C)=O)c(=O)[nH]1	3.6

(list continues)
33: COc1ccc(CCNC(=O)c2c(N)no[n+]2[O-])cc1OC
34: Cc1ccc(Nc2cc(C)nc3c(C)ccc([N+](=O)[O-])c23)cc1
35: Cc1cc(C(=O)Nc2cccc(C(=O)O)c2)c(C)o1
36: O=C(c1ccccc1F)N(Cc1cccnc1)Cc1cc2cc3c(cc2[nH]c1=O)OCCO3
37: CSC1=NCCN1S(=O)(=O)c1ccc2ccccc2c1
38: Cc1c(NC(=O)COC(=O)C23CC4CC(CC(Br)(C4)C2)C3)c(=O)n(-c2ccccc2)n1C
39: COc1cccc(CNC(=O)CSc2ccc(-c3cccs3)nn2)c1
40: COc1ccccc1CC(=O)N1CCN(S(=O)(=O)c2ccccc2)CC1

screen / no.,33,34,35,36,37,38,39,40
CDK5 p35 inh,-1.7,-1.4,1.0,0.6,0.3,0.3,-5.1,0.0
LANA DNA inh,80*,-0.4,1.3,-0.3,2.7,x,0.4,1.1
PfHsp90 set2,2,-39,0,x,1,x,x,-4
SUMO Mot1 rescue,3,888*,2,x,-2,63,-2,383*
Rtt109 Vps75,4,x,-19,5,4,-10,-8,4
Cardiac RTF inh,-2,-14,-3,0,-2,-7,-4,-2
PvdQ acylase,9,4,-3,-2,-11,-13,-5,-2
NSD2 inh,-135,11,0,1,-1,3,0,-3
RTF Ca sens act,6,-2,2,0,-4,4,9,-3
dFosB act,-4,-2,-2,3,-1,3,-12,-4
Keap1-Nrf2 PPI,0,0,-2,-1,2,x,-4,-3

41: Cc1nc2[nH]c(=S)[nH]c2c(=O)[nH]1
42: O=[N+]([O-])c1ccccc1/C=C/C=N/n1c(-c2ccccc2)n[nH]c1=S
43: CC(=O)c1cccc(OCCCOc2cccc3cccnc23)c1
44: O=C(C1CCC1)N1CCC(c2nc3c(nnn3Cc3c(F)cccc3Cl)c(=O)[nH]2)CC1
45: CC(C)CN(CC(C)C)C(=O)COn1nnc2ccc(S(=O)(=O)N3CCOCC3)cc21
46: CCOCCCNC(=S)N1CCN(CC)CC1
47: COc1ccc(S(=O)(=O)N2CCCC(C(=O)NC3CC3)C2)cc1OC (configuration not stated)
48: O=C(Oc1c(-c2ccccc2)c(=O)n2c3c(cccc13)CC2)c1ccco1
49: C=COCCNC(=S)Nc1cccc(Cl)c1

screen / no.,41,42,43,44,45,46,47,48,49
CDK5 p35 inh,0.4,-1.2,0.1,-1.1,-0.3,1.0,-1.7,-0.4,2.3
LANA DNA inh,-1.0,-0.1,0.1,-0.8,-0.1,1.7,0.7,-0.6,0.5
PfHsp90 set2,x,28,-11,-6,6,-38,11,-24,1
SUMO Mot1 rescue,x,x,-11,-18,76,8,13,-3,2
Rtt109 Vps75,-5,26,44,3,15,-1,-4,3,x
Cardiac RTF inh,1,1,-2,1,2,0,-5,x,-11
PvdQ acylase,-14,8,1,-7,4,-7,7,-11,-12
NSD2 inh,-3,17,0,-1,0,5,0,2,-10
RTF Ca sens act,-7,-8,6,-3,-3,5,2,x,7
dFosB act,-2,-4,-19,-11,-12,-3,-2,-5,4
Keap1-Nrf2 PPI,-5,-2,0,-3,-3,-6,-3,2,-4
